High-throughput results (PubChem)
aDG glyco act – increases alpha dystroglycan glycosylation. 360,000 compounds, 0.22% hits. Pro5-aDG cells, alpha-DG glycosylation AlphaScreen (IIH6); 0% Pro5, 100% B10-LARGE cell signal. activation, % at 10 µM. AID 624168;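 active means activation of at least 8% versus controls, or a plate z-score of at least 8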;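 further: Pro5 are CHO cells carrying HIG-tagged alpha-DG that lacks glycosylation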
MC4R ag barr – agonists of human melanocortin 4 receptor (MC4R) beta-arrestin; P32245; U2OS MC4R beta-arrestin complementation, luminescence; percent of melanotan II response, DMSO zero; activation, % at 8.9 µM; 360,000 compounds, 0.98% hits;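 active means activation above a per-plate cutoff, the mean activation of sample wells on that plate plus 3 SD, cut at about 8% in these data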
NOD2-RIPK2 inh – NOD2-RIPK2 protein interaction inhibition | O43353 | CHO BLA complementation NOD2-RIPK2, CCF4 ratio | inhibition, % at 4.98 µM | 360,000 compounds, 0.38% hits | AID 624267; in the data active means inhibition above about 21%;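 further: 0% = vehicle only and 100% = reference blocker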
MC4R antag cAMP – human MC4R antagonism in cAMP assay | 360,000 compounds, 0.48% hits | P32245 | inhibition, % at 6.5 µM | MC4R-expressing cells, MTII-stimulated cAMP, LANCE TR-FRET;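 active means inhibition above its plate's cutoff, the mean of tested wells on that plate plus 3 SD, cut at about 29% in these data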;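 further: 0% = Melanotan II alone and 100% = Melanotan II plus saturating MCL0020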
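Material: human MC4R-expressing U2OS cells. Probe or stimulus: Melanotan II challenge. Dosing: 6.5 µM single dose. Times: 30-min compound, 1-h challenge, 1-h detection, room temperature. Technique: TR-FRET with Eu-cAMP and labeled anti-cAMP, 671 nm. Replication: singlicate.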
TLR9-MyD88 inh – inhibitors of human TLR9-MyD88 binding; CHO BLA complementation TLR9-MyD88, CCF4 FRET ratio; inhibition, % at 4.98 µM; 340,000 compounds, 0.21% hits; AID 504734;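 active means inhibition above the mean over all tested compounds plus 3 SD, cut at about 21% in these data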;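 further: 0% = DMSO only wells and 100% = clavulanate BLA inhibitor control wells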
Exocytosis inh – lytic granule exocytosis inhibition; TALL-104 LAMP-1 surface exposure, flow cytometry; cells stimulated with thapsigargin and PMA; inhibition, % at 10 µM; 360,000 compounds, 0.66% hits; AID 651702;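 active means inhibition above about 55%, limit read from the data; inconclusive means no clear call, values can overlap the other calls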
ABHD5-PLIN5 inh – inhibitors of human ABHD5-perilipin-5 interaction | Q00G26+Q8WTS1 | Split G. princeps luciferase complementation, luminescence, 4 h | inhibition, % at 4 µM | 360,000 compounds, 0.78% hits | AID 602281;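 active means inhibition above the mean inhibition across every tested compound plus 3 SD, cut at about 22% in these data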;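 further: 0% = DMSO only wells and the 100% control is not disclosed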
N-glyco inh – N-linked glycosylation inhibition; reporter increase, % at 12.5 µM; 360,000 compounds, 0.23% hits; D54 ERlucT glycosylation luciferase reporter, 24 h; percent of 100 nM tunicamycin response;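 active means mean luciferase reporter signal, scaled so untreated is 0 and the glycosylation-blocking control 100, at or above a set limit in every replicate; inconclusive means mean reaches the limit but not every replicate does; inactive means mean below the limit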;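 further: luciferase carries N-glycosylation sites so blocking glycosylation raises the light; 0% = median of neutral control wells and 100% = median of 100 nM tunicamycin wells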
ABCB6 inh MLPCN – blocks the human ABCB6 transporter; fluorescence ratio to DMSO, % at 10 µM; 360,000 compounds, 0.19% hits; K562-ABCB6 porphyrin accumulation, flow cytometry, 1 h; hits give low values; AID 602162;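 active means fluorescence ratio to DMSO below 75%, the collection mean minus 3 SD; inconclusive means too few cells collected in the well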;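 further: signal is porphyrin accumulated inside mitochondria; 100% equals median channel fluorescence of DMSO control wells; lower ratio means ABCB6 inhibition with less porphyrin fluorescence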
Target sequence (Q9NP58 whole entry, looked up): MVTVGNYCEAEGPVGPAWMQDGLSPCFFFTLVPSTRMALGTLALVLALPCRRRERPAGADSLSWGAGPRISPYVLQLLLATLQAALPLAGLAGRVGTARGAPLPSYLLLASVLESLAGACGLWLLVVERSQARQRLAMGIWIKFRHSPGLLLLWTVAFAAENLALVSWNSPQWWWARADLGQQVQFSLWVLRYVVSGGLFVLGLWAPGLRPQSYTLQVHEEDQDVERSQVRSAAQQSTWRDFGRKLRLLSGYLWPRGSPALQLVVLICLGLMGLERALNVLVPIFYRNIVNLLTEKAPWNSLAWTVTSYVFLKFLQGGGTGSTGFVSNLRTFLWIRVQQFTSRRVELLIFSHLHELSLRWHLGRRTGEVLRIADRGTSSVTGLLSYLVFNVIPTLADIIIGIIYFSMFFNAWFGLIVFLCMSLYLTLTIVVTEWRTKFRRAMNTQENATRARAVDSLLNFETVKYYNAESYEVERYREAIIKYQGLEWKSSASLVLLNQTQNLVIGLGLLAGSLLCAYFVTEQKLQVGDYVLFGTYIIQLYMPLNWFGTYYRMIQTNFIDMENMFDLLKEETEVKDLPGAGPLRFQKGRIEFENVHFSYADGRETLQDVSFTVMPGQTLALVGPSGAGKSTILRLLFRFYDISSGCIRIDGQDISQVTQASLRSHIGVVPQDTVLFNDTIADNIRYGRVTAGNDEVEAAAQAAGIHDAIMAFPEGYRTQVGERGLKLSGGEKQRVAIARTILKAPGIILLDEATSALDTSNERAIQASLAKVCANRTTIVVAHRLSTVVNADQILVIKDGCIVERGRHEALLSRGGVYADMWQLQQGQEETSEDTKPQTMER
Vif inh – HIV Vif inhibition. HEK293T cells, Vif self-association by quenched fluorescence, imaging, 24 h. inhibition, % at 7.49 µM. 340,000 compounds, 0.35% hits. AID 602346; in the data active means inhibition above about 50%, passing the limit was not always enough; inconclusive means no clear call, values can overlap the other calls; inactive means below about 31%; further: some results filed as inactive read as strong as hits
The depositor's hits bear a star; ? = inconclusive; . = no result given.

SMILES	aDG glyco act	MC4R ag barr	NOD2-RIPK2 inh	MC4R antag cAMP	TLR9-MyD88 inh	Exocytosis inh	ABHD5-PLIN5 inh	N-glyco inh	ABCB6 inh MLPCN	Vif inh
O=C(CCC1CCN(Cc2ccc(Cl)cc2)CC1)NC1CC1	-0.1	0.7	-6	7	9	4	5	2	93	-2
Cc1cc(C)n2nc(C(=O)N/N=C/c3ccc(Cl)cc3)nc2n1	-0.1	-3.0	6	-9	-1	1	5	1	100	-7
CN(Cc1ccccc1)C(=O)CSc1nc2ccccc2c(=O)n1Cc1ccco1	0.4	-2.0	-1	13	-6	2	4	-10	98	-8
CCC(=O)N(C)C[C@@H]1Oc2ncc(Br)cc2C(=O)N([C@H](C)CO)C[C@H]1C	-0.2	0.7	0	16	8	-2	2	-1	99	-4
O=C(Nc1c(F)cc(F)cc1Br)c1cc(-c2ccco2)on1	-0.2	2.2	-3	2	-2	1	0	0	88	5
Cc1nc(-c2cc(C#N)c(Sc3cccc(C(F)(F)F)c3)nc2C)cs1	0.1	-0.8	8	9	-8	-9	1	-5	100	-9
Oc1c(/C=N/c2ncn[nH]2)ccc2ccccc12	1.8	0.6	1	-1	-10	4	-7	7	102	-3
CCOC(=O)C1=C(C)N=c2s/c(=C/c3cccc([N+](=O)[O-])c3O)c(=O)n2C1c1ccc(OC)cc1OC (configuration not stated)	-0.2	1.1	7	-8	-10	-4	-8	-3	163	-7
CC(=O)Nc1ccc(C(=O)CN2C(=O)NC3(CCOc4ccccc43)C2=O)c(F)c1 (configuration not stated)	-0.1	-0.7	-1	2	-7	8	-3	-1	94	-1
CC(C)c1ccccc1NC1=CC(=O)CC(C)(C)C1	0.1	-1.5	-6	1	10	1	-1	3	96	13
O=C(O)c1ccc(NS(=O)(=O)c2ccc(Cl)c(C(=O)Nc3ccccc3)c2)cc1	-0.2	-0.9	-8	8	2	0	9	0	93	20
COc1ccccc1Cn1c(=S)[nH]c2cc(C(=O)N3CCN(C)CC3)ccc2c1=O	0.9	2.0	3	22	-2	0	-3	1	95	2
C[C@H](O)[C@@H]1C(=O)N2CCc3ccc(N4CCN(C)CC4)cc3[C@@H]2C[C@@H]1N(C)C(=O)NC1CCCCC1	-0.1	1.6	-11	6	-1	-2	7	2	97	-5
COc1ccc(NC(=O)C2Cc3c(-c4ccccc4)ccnc3O2)cc1OC (configuration not stated)	0.8	-2.2	1	9	.	-4	-3	-1	100	-22
O=c1[nH]c(-c2ccccc2)nnc1-c1ccccc1	-0.1	-0.3	-7	-5	3	-3	-1	0	97	42
COc1cc(C(=O)NNC(=O)Cc2ccc(S(=O)(=O)N3CCOCC3)s2)cc(OC)c1OC	-0.3	-2.7	5	11	-6	1	-1	0	101	.
COc1ccccc1N1CCN(C(=O)c2ccc3c(=O)n(Cc4ccco4)c(=S)[nH]c3c2)CC1	1.0	0.6	4	5	1	-2	4	-2	95	10
O=C(CN1C(=O)NC2(CCCC2)C1=O)Nc1cc(C(F)(F)F)ccc1N1CCCCC1	0.2	-0.6	4	1	-1	2	-3	0	97	-1
Cc1cc(NS(=O)(=O)c2ccc(NC(=O)CNS(=O)(=O)c3ccccc3)cc2)nc(C)n1	0.0	-1.8	-10	2	10	-10	-1	1	102	7
COc1cccc(CC2(CO)CCCN(C(=O)c3cc[n+]([O-])cc3)C2)c1 (configuration not stated)	0.6	-1.6	-15	1	11	1	-4	1	103	-3
COc1ccc(Br)cc1CN(C)C(=O)c1cnc(C)cn1	0.1	-1.6	-2	4	13	3	2	-1	100	-13
C/C(=N\NC(=S)NCc1ccccc1)c1ccc(Br)cc1	0.5	1.1	-1	6	-2	3	1	-1	96	-8
COc1ccc(-n2c(SCC(=O)N3CCCC(C)C3)nnc2-c2cccnc2)cc1 (configuration not stated)	0.3	-0.4	-1	-3	5	2	-2	3	93	9
CCOc1ccc(-c2nnn(CC(=O)N3CCN(c4ccc(F)cc4)CC3)n2)cc1OCC	0.0	0.1	-8	1	-4	-2	0	2	92	-1
Cc1noc(C)c1CSc1ncnc2sc3c(c12)CCCCC3	0.2	1.7	-5	14	-4	-2	0	0	98	0

Single values from the entries so far:
TLR9-MyD88 inh with COc1ccccc1N1CCN(C(=O)c2ccc3c(=O)n(Cc4ccco4)c(=S)[nH]c3c2)CC1 is entered as 1
Vif inh with Oc1c(/C=N/c2ncn[nH]2)ccc2ccccc12 is entered as -3

(next part)
SMILES	aDG glyco act	MC4R ag barr	NOD2-RIPK2 inh	MC4R antag cAMP	TLR9-MyD88 inh	Exocytosis inh	ABHD5-PLIN5 inh	N-glyco inh	ABCB6 inh MLPCN	Vif inh
Clc1ccc(-c2noc3c2-c2nc(Cc4cccc5ccccc45)sc2CC3)cc1	-0.4	-1.1	-5	5	7	74*	-3	-3	95	-5
O=C(OCC(=O)C12CC3CC(CC(C3)C1)C2)c1cccnc1Cl	-0.1	2.0	4	1	-5	-1	-6	1	98	2
COC(=O)C1=C(C)N(Cc2ccccc2)C(=O)N[C@H]1c1cccc(C(F)(F)F)c1	0.3	0.2	-5	0	-4	-1	3	-1	92	4
NS(=O)(=O)c1ccc(CNC(=O)c2ccc3ccccc3n2)cc1	0.0	-0.2	-3	-2	3	-5	-2	2	92	-9
CCOC(=O)CSc1nc2sc(C)c(C)c2c(=O)n1C	0.2	-1.9	-2	-2	-5	-1	3	6	98	25
Cc1cccc(C)c1OCC(O)Cn1ccnc1C (configuration not stated)	0.2	0.8	1	9	-11	-6	0	0	99	46
O=C(NC1CCCCC1)C1COc2ccccc2O1 (configuration not stated)	-0.1	-0.5	-7	6	-1	8	3	1	96	-4
COc1ccccc1N1CCN(C(=O)c2ccc3c(Cl)c4c(nc3c2)CCCC4)CC1	-0.1	2.1	11	6	-1	0	5	-1	100	2
O=C(c1ccc2c(=O)n(Cc3ccccc3)c(=S)[nH]c2c1)N1CCOCC1	0.3	-1.5	-12	6	4	-13	5	0	95	-2
Cc1cc(C(=O)OCC(=O)Nc2ccccc2C(F)(F)F)on1	-0.2	-0.5	-1	9	-10	12	8	0	102	-5
CCCCN(C(=O)CNC(=O)c1ccco1)C(C(=O)NC1CCCCC1)c1cccnc1 (configuration not stated)	-0.2	-0.6	-2	11	1	-2	-8	2	94	-6
Cn1c(C(=O)OCC(=O)NCCc2ccccc2)cc2sccc21	-0.1	4.7	-12	-1	-15	0	-15	1	96	9
CCCCCc1c(-c2cccc(F)c2)ncn1CCc1ccccc1OC	0.4	.	2	.	.	56*	-3	.	112	.
CCOc1ccc(-n2c(C)c3c(C)nnc(C)c3c2C)cc1	1.0	1.4	0	1	-6	-4	-5	0	102	-13
CCOc1ccc(N2C(=O)CC(NCCc3c[nH]c4ccccc34)C2=O)cc1 (configuration not stated)	-0.2	-2.2	-13	3	-9	3	11	-2	103	-3
CNC(=S)N(Cc1ccc(OC)cc1)Cc1cc2ccc(C)cc2[nH]c1=O	0.4	-0.5	8	4	-3	0	2	-1	91	-5
O=C1NC(=O)C(=O)N1	-0.1	-0.5	-1	7	-1	5	3	7	106	-3
Cc1onc(-c2ccccc2)c1C(=O)Nc1cccc(C#N)c1	-0.1	0.9	3	2	-1	-2	0	2	96	13
O=C(OC1CC2CC1[C@H]1CCCCN1C2=O)N1CCN(c2ccccc2)CC1 (some centres not stated)	0.0	.	-12	.	.	15	-4	.	97	.
CC(C)CNC(=O)C(=O)NNC(=O)C1CCCCC1	0.1	-1.0	0	3	2	-1	-10	0	102	7
CC(C)(C)c1ccc2c(c1)C(=O)c1ccccc1C2=O	0.0	1.8	-5	7	-11	-1	-4	-13	95	15
CCOP(=O)(/C(C#N)=C(\C)O)c1ccccc1 (configuration not stated)	-0.3	-3.1	-4	4	6	0	0	1	98	-1
C[C@@H]1CC[C@]2(O[C@@H](CCO)C[C@@H](O)[C@@H]2O)O1	0.0	-0.5	1	1	9	2	5	1	92	7
COc1ccccc1-c1ccc(Nc2ccc(C(=O)N3CCOCC3)cc2)nn1	0.3	-0.9	0	9	-1	1	-5	-6	101	-1
CC1=C(C(=O)Nc2ccccc2)C(c2cccc([N+](=O)[O-])c2)Nc2nc3ccccc3n21 (configuration not stated)	0.0	0.0	2	23	-5	-3	1	-1	91	11

(cont.)
SMILES	aDG glyco act	MC4R ag barr	NOD2-RIPK2 inh	MC4R antag cAMP	TLR9-MyD88 inh	Exocytosis inh	ABHD5-PLIN5 inh	N-glyco inh	ABCB6 inh MLPCN	Vif inh
COc1ccc(C(=O)c2ccc(OC)c3cccc(O)c23)cc1OC	0.0	-2.0	-8	-3	2	-2	2	1	99	2
Cc1cnc(NC(=O)CCCNC(=O)c2ccc(Cl)cc2)s1	0.2	-2.5	2	5	0	2	11	1	98	-3
Cc1cc(=O)n(CCCO)c(O)c1C#N	-0.4	0.7	3	-3	-14	-3	-4	1	93	-1
COCCn1c(SCC(=O)N2CCOCC2)nc2ccccc2c1=O	-0.1	0.4	-15	23	-7	-5	4	2	172	3
CCOC(=O)c1c(-c2ccccc2)csc1NC(=O)CCN1C(=O)c2ccccc2C1=O	0.0	0.9	-7	19	-2	4	0	3	102	19
CCN(CC)S(=O)(=O)c1ccc(NC(=O)Cn2cnc3ccccc3c2=O)cc1	0.0	-2.3	5	-2	3	0	-14	-2	93	2
Cc1ccccc1NC(=O)COC(=O)c1n[nH]c(=O)c2ccccc12	0.0	-2.1	2	-2	7	4	7	4	98	-4
COc1ccc(Oc2ncnc3sccc23)cc1	-0.1	0.1	8	1	11	-3	-1	-2	93	1
CC(=O)c1cccc(S(=O)(=O)NCCC(=O)NC2CCCCCC2)c1	0.2	-1.4	-1	3	3	3	-2	-2	102	.
O=C(Nc1nc2ccc(Br)cc2s1)c1ccco1	0.0	-2.7	10	16	-6	1	-2	-9	99	-10
Cc1ccc(C)c(OCCC(=O)Nc2ccc(S(=O)(=O)N3CCCC3)cc2)c1	-0.3	-1.1	-7	0	1	1	-18	-4	94	?
CCN(CC)S(=O)(=O)c1cc(NC(=O)C(C)N2CCc3ccccc32)ccc1C (configuration not stated)	0.6	0.7	3	6	14	24	1	-5	115	-18
O=C(CN1CCc2ccccc21)NN1CC(=O)N(c2ccccc2)CC1=O	-0.1	1.0	-14	0	-1	4	3	0	99	-3

Molecules listed so far with a cyano group (four):
SMILES	aDG glyco act	MC4R ag barr	NOD2-RIPK2 inh	MC4R antag cAMP	TLR9-MyD88 inh	Exocytosis inh	ABHD5-PLIN5 inh	N-glyco inh	ABCB6 inh MLPCN	Vif inh
Cc1nc(-c2cc(C#N)c(Sc3cccc(C(F)(F)F)c3)nc2C)cs1	0.1	-0.8	8	9	-8	-9	1	-5	100	-9
Cc1onc(-c2ccccc2)c1C(=O)Nc1cccc(C#N)c1	-0.1	0.9	3	2	-1	-2	0	2	96	13
CCOP(=O)(/C(C#N)=C(\C)O)c1ccccc1 (configuration not stated)	-0.3	-3.1	-4	4	6	0	0	1	98	-1
Cc1cc(=O)n(CCCO)c(O)c1C#N	-0.4	0.7	3	-3	-14	-3	-4	1	93	-1

Some of the compounds tested, so the mix of outcomes need not match the whole.
